WT yeast gro inh = growth inhibition of WT yeast, mitochondrial fusion screen. inhibition, % at 10 µM. mitochondrial fusion phenotypic screen, WT strain. 190,000 compounds, 2.1% hits; in the data active = inhibition above about 58%; tested in S. cerevisiae
CSM14.1 death rescue = rescue of cells from ER stress-induced death, primary screen, 384-well, CSM14.1, thapsigargin, ATP luminescence (AID 1222); CSM14.1 thapsigargin-induced death rescue, ATP luminescence; higher % means a stronger effect; cellular ATP content (survival), % at 20 µM; hits with a dose series show EC50 in µM; 190,000 tested, under 10 active;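 active = EC50 below 50 µM in the dose-response confirmation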;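 note: death triggered by thapsigargin at about 15 µM added after 2 h compound pretreatment; cell ATP read after overnight thapsigargin exposure of roughly 18 to 22 hours; normalized against plate controls of thapsigargin alone and 5% DMSO vehicle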
RSV antiviral HEp-2 = RSV antiviral activity via CPE protection, HEp-2 cells, primary 10 µM value included (AID 2391); HEp-2 cells, RSV-induced CPE inhibition; higher % means a stronger effect; one-dose CPE inhibition, % at 10 µM; IC50 in µM for titrated hits; 310,000 compounds, 0.13% hits; in the data active = a potency from the dose series; inconclusive = CPE inhibition mostly from about 23% at the one dose, without a potency; inactive = the rest, 99 in 100 with CPE inhibition below about 21%; note: strong numbers were not always called active
XIAP displacement = XIAP antagonists, biochemical, IAP family, fluorescence polarization (AID 1018); XIAP BIR domain, fluorescence polarization peptide displacement; higher % means a stronger effect; displacement, % at 20 µM; hits with a dose series show IC50 in µM; 200,000 compounds, 0.007% hits; in the data active = displacement above about 50%; note: a part of the inactive calls stands beside numbers as strong as those of hits
UTI89 phage lysis = inhibition of K1F phage lysis, E. coli UTI89, bacterial capsule biogenesis inhibitors, alamar blue (AID 488966) | E. coli UTI89 K1F phage lysis, alamar blue, 2 h; higher % means a stronger effect | one-dose inhibition, % at 100 µM; IC50 in µM for titrated hits | 340,000 compounds, 0.02% hits;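 active = phage lysis inhibition, versus mean bacterial control, above a set limit; inconclusive = no clear call, values can overlap the other calls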;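 note: capsule biogenesis inhibitors block K1F phage lysis so surviving cells raise fluorescence; higher fluorescence means more inhibition of phage lysis; actives were called in the ten point dose series up to 300 µM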
West Nile antiviral = inhibition of WNV-induced cytopathic effect – cell-based, CPE readout (AID 1621); West Nile virus-infected cells, CPE inhibition; higher % means a stronger effect; CPE inhibition, % at 10 µM; hits with a dose series show IC50 in µM; 290,000 compounds, 0.02% hits; in the data active = a potency from the dose series; inconclusive = CPE inhibition mostly from about 3.7% at the one dose, without a potency; inactive = the rest, 99 in 100 with CPE inhibition below about 2.2%; note: strong numbers were not always called active
Large T inhibition = TAg ATPase/helicase activity blockers – biochemical (AID 1903); one-dose inhibition, % at 20 µM; IC50 in µM for titrated hits; 310,000 compounds, 0.39% hits; SV40 large T antigen ATPase/helicase inhibition assay; higher % means a stronger effect; in the data active = a potency from the dose series; inconclusive = inhibition mostly from about 32% at the one dose, without a potency; inactive = the rest, 99 in 100 with inhibition below about 32%; note: strong numbers were not always called active
Yfh1-depleted yeast = enhancers of respiration in Yfh1-depleted yeast, dose response, Friedreich's ataxia, plus single-dose screen (AID 1465) | S. cerevisiae Yfh1-off respiration, WST-1 reduction, 72 h; higher fold induction means a stronger effect | fold induction at 50 µM; hits with a dose series show EC50 in µM | 220,000 compounds, 0.074% hits;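 active = fold induction of absorbance versus untreated yeast above a set limit, then at least 30% activation at any dose in follow-up; inconclusive = repeats straddling the limit, or above it without dose testing; inactive = fold induction below the set limit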;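 note: activators that raise dye reduction in frataxin-depleted yeast; strong numbers were not always called active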
Dengue-2 NS5 capping = flavivirus cap methylation enzyme inhibition – biochemical, confirmation dose response, primary screen (AID 588689). Dengue-2 NS5 methyltransferase capping enzyme assay, biochemical; higher % means a stronger effect. inhibition, % at 25 µM, or IC50 in µM where a hit was titrated. 340,000 compounds, 0.3% hits; in the data active = a potency from the dose series; inconclusive = inhibition above about 29% without an active follow-up result
WT yeast gro inh mutant strain = second read-out of WT yeast gro inh, no call of its own (marks repeat the call); inhibition, %; mitochondrial fusion phenotypic screen, mutant strain inhibition
* = called active by the depositor; i = inactive; ? = inconclusive; . = not tested or not shown; [ ] = remark or other dose.

SMILES	WT yeast gro inh	WT yeast gro inh mutant strain	CSM14.1 death rescue	RSV antiviral HEp-2	XIAP displacement	UTI89 phage lysis	West Nile antiviral	Large T inhibition	Yfh1-depleted yeast	Dengue-2 NS5 capping
COc1ccc2oc(=O)c(C(=O)NCc3ccccn3)cc2c1	2.4	0.8	-0.7%	1.2%	4.0%	0.6%	0.1%	5.3%	i	0.7%
CCCCn1c(N)c(N(CCOC)C(=O)CCCc2nc3ccccc3s2)c(=O)[nH]c1=O	.	.	.	1.0%	.	0.5%[50 µM]	.	14.3%	.	-1.4%
CC(C)Cn1c(/C=C/c2ccccc2)nc2ccccc21	54.6	33.6	-0.5%	21.9%	-13.1%	5.1%	-1.2%	11.5%	i	-2.9%
CCn1c(SCC(=O)OC)nc2sc3c(c2c1=O)CCC3	11.2	21.6	0.2%	0.6%	-3.4%	-0.3%	-0.6%	2.2%	i	1.4%
CC(=O)c1c(C)cc(C)c(CSc2nc(C)cc(=O)[nH]2)c1C	-2.7	2.7	-4.5%	?	-1.6%	3.2%	-0.8%	8.1%	i	0.7%
COc1ccc(N(C)C(=O)c2ccc3c(Cl)c4c(nc3c2)CCCC4)c(OC)c1	.	.	.	?	.	-0.4%	1.5%	5.9%	.	0.0%
CCOC(=O)C1CCN(C(=O)c2cn(CCOC)c(=O)c3c2c2ccccc2n3C)CC1	1.9	0.3	0.9%	0.7%	-4.1%	2.5%	-0.6%	12.7%	i	8.8%
CC(=O)c1ccc(-c2ccc(C(=O)NC3CCCCCC3)o2)cc1	-7.1	-6.5	-1.2%	11.8%	-9.1%	0.3%	-2.1%	9.2%	i	-4.5%
CC(=O)c1sc(C(=O)O)c(-c2ccco2)c1-c1ccco1	.	.	.	2.6%	.	0.0%	0.1%	30.9%	i	4.7%
O=[N+]([O-])c1ccccc1S(=O)(=O)NCc1ccco1	11.8	8.5	1.2%	-1.0%	-7.2%	.	-1.0%	9.3%	i	.
O=C1/C(=C/c2ccco2)SC(=S)N1c1cccnc1	.	.	.	.	.	0.0%	0.3%	?	i	26.8%
CC(C)=CCC(C)(C)/C=N/NC(N)=O	.	.	.	.	.	-0.2%	0.0%	16.4%	i	-7.0%
COc1cc(/C=N/NC(=O)C2(O)c3ccccc3-c3ccccc32)ccc1O	6.5	19.0	-3.4%	1.5%	-9.3%	0.2%[50 µM]	-0.1%	?	i	-11.8%
CC(NC(=O)CSCc1ccc(Br)cc1)c1ccccc1 (stereo not drawn)	10.5	5.2	-1.5%	3.1%	-8.0%	0.4%	-0.7%	8.2%	i	2.3%
CCCc1nc2nc(C)c(NS(=O)(=O)c3ccc(F)cc3)c(=O)n2[nH]1	.	.	.	1.1%	.	-0.2%	-0.5%	8.8%	.	-1.7%
Cc1ccc(-c2csc(N/N=C/c3ccco3)n2)c(C)c1	37.9	19.8	-0.8%	8.5%	-6.9%	1.6%	-1.1%	6.0%	i	3.3%
Cc1cccc(NC(=O)CSc2nnc(CNC(=O)c3ccc(S(=O)(=O)N(C)C)cc3)n2-c2cccc(C)c2)c1	-10.8	-13.9	2.6%	2.5%	-0.7%	0.2%	0.1%	7.8%	i	-1.3%
c1ccc(CCNc2nc3ccccc3n3nnnc23)cc1	-1.1	4.8	-2.8%	1.9%	-8.6%	-0.1%	.	-0.5%	.	17.7%
CCN1CCCC1CNS(=O)(=O)c1c(C)cc(C)cc1C (stereo not drawn)	.	.	.	0.1%	.	0.0%	0.3%	3.2%	.	-11.9%
COc1cc(NC(=S)NCCc2ccc(S(N)(=O)=O)cc2)c(OC)cc1Cl	-9.8	-3.6	1.0%	0.7%	-0.3%	-0.5%	0.4%	9.5%	i	-9.5%
FC(F)(F)c1cccc(CN2CCSCC2)c1	.	.	.	0.4%	.	1.6%	0.0%	7.2%	.	.
COc1cc(C2C(C(=O)Nc3ccccc3OC)=C(C)Nc3ncnn32)ccc1O (stereo not drawn)	6.0	8.1	-1.9%	0.8%	-5.3%	0.2%	0.6%	3.7%	i	-7.6%
CC1CCN(C(=S)c2ccc([N+](=O)[O-])cc2)CC1	-2.2	5.4	-3.7%	0.7%	-8.5%	-0.3%	-0.5%	5.3%	i	1.3%
O=C(CCCNS(=O)(=O)c1cccc2nsnc12)NCCN1CCN(c2ccccc2F)CC1	-5.3	6.3	0.7%	1.0%	-2.0%	-0.2%	-0.8%	1.8%	i	-0.8%
CC1CCCCN1CCCNC(=O)CN1C(=O)CSc2ccc(S(=O)(=O)N3CCOCC3)cc21 (stereo not drawn)	.	.	.	-0.4%	.	0.5%	0.0%	9.2%	.	0.9%
CCOC(=O)C1CCCN(C(c2ccccn2)c2c(C)[nH]c3ccccc23)C1 (stereo not drawn)	3.9	14.9	.	3.6%	-2.0%	0.4%	-1.1%	12.0%	i	-5.3%
Fc1ccccc1NC(=S)NCCc1ccc(Cl)cc1	.	.	.	17.2%	.	0.1%	-0.9%	16.5%	.	-6.0%
Cc1ccccc1C(=O)N1CCN(c2ccc(NC(=O)c3ccccc3[N+](=O)[O-])cc2)CC1	-5.5	-3.4	0.1%	3.6%	-5.6%	-0.3%	0.0%	6.3%	i	-5.1%
COc1ccc(NC(=O)c2cc(S(=O)(=O)N3CCCCC3)c[nH]2)cc1Cl	.	.	.	0.0%	.	-1.8%	-1.2%	.	.	-1.4%
COC(=O)c1sc(NC(=O)c2cc3c(s2)CCCC3)nc1C	5.2	-25.2	.	3.0%	-1.6%	6.2%	-0.7%	6.6%	i	-2.8%
COc1cc(OC)c(C(=O)Nc2ccc(S(=O)(=O)N3CCCCC3)cc2)cc1OC	.	.	.	2.8%	.	0.3%[50 µM]	.	-0.3%	.	-2.9%
CCOc1ccc(OCCCC(=O)Nc2nc3ccccc3[nH]2)cc1	-0.5	9.5	-1.2%	1.4%	-6.9%	0.3%	0.1%	9.6%	i	5.8%
COc1ccc(C2C(C#N)=C(N)N(c3ccccc3C#N)C3=C2C(=O)CCC3)cc1CN1CCCC1 (stereo not drawn)	-1.9	-38.4	0.9%	1.0%	-7.8%	1.5%[50 µM]	0.1%	0.4%	i	-11.6%
CC(C)Cn1c(-c2csc3c2CCCC3)n[nH]c1=S	50.4	31.6	-1.6%	-0.2%	-5.3%	3.9%	.	10.4%	.	-3.4%
Cc1ccc(N2CC(C(=O)Nc3ccc(C)c(S(=O)(=O)N(C)C)c3)CC2=O)cc1 (stereo not drawn)	3.7	15.5	1.5%	11.5%	2.8%	-8.3%	-0.7%	4.3%	i	-2.2%
Nc1nc(-c2cc3ccccc3o2)cs1	.	.	.	14.2%	.	0.3%	0.1%	6.6%	i	-7.8%
Cn1c(=O)c2c(nc(CN3CCC(C(N)=O)CC3)n2Cc2ccccc2F)n(C)c1=O	-6.8	-14.2	-0.3%	0.4%	-6.1%	-0.8%	0.9%	1.7%	i	-2.4%
COc1cc(C(C)=O)ccc1OCCCN1CCC(Cc2ccccc2)CC1	.	.	.	-1.1%	.	-0.2%	-1.3%	?	.	0.8%
Cc1nn(-c2ccccc2)c(N)c1C1(O)C(=O)N(C(C)C)c2ccccc21 (stereo not drawn)	4.8	11.8	-1.0%	1.9%	-2.8%	4.5%	0.3%	4.0%	i	1.4%
Nc1nonc1-n1nnc(C(=O)N/N=C/c2ccc(OCc3ccccc3)cc2)c1COc1ccc(F)cc1	.	.	.	1.6%	.	-0.2%	1.1%	14.4%	i	-3.8%
Cc1ccc(CN2CC(C(=O)Nc3ccc(S(=O)(=O)N4CCCCC4)cc3)CC2=O)cc1 (stereo not drawn)	.	.	.	4.6%	.	-1.3%[50 µM]	-1.6%	12.6%	.	-9.1%
COc1cc(CCC(C)=O)ccc1OC(=O)c1c(F)cccc1Cl	.	.	.	8.9%	.	0.5%	-1.1%	8.5%	i	-9.4%
CC1CC(C)CN(S(=O)(=O)c2ccc3c(c2)oc(=O)n3CC(=O)NCc2cccnc2)C1 (stereo not drawn)	.	.	.	5.8%	.	-0.2%	0.6%	4.6%	i	1.5%
CCCCNC(=S)N/N=C/c1ccccc1F	16.9	-9.8	-1.1%	9.1%	-5.6%	0.8%[50 µM]	-1.4%	5.4%	i	-9.9%
CCCOc1ccccc1/C=N/NC(=O)C1CC1	.	.	.	1.0%	.	0.0%	-0.3%	5.8%	.	-7.5%
CCCC(=O)c1cc(F)c(N2CCN(CCC#N)CC2)cc1C	7.7	-4.3	0.0%	0.7%	-4.2%	2.5%	-0.7%	-3.8%	i	-2.2%
CN1CCN(C(=O)C2=C[C@@H](C3CC3)C[C@@H](OCc3ccc(CO)cc3)O2)CC1	0.9	-1.8	1.8%	1.0%	-0.3%	1.3%	0.1%	4.9%	i	4.1%
COc1ccc(NC(=O)C2CCN(S(=O)(=O)c3c(C)noc3C)CC2)cc1OC	.	.	.	0.6%	.	0.4%	0.1%	6.1%	.	2.7%

Compounds from the list above that contain a thiophene ring, fused or not, in the order listed:
SMILES	WT yeast gro inh	WT yeast gro inh mutant strain	CSM14.1 death rescue	RSV antiviral HEp-2	XIAP displacement	UTI89 phage lysis	West Nile antiviral	Large T inhibition	Yfh1-depleted yeast	Dengue-2 NS5 capping
CCn1c(SCC(=O)OC)nc2sc3c(c2c1=O)CCC3	11.2	21.6	0.2%	0.6%	-3.4%	-0.3%	-0.6%	2.2%	i	1.4%
CC(=O)c1sc(C(=O)O)c(-c2ccco2)c1-c1ccco1	.	.	.	2.6%	.	0.0%	0.1%	30.9%	i	4.7%
COC(=O)c1sc(NC(=O)c2cc3c(s2)CCCC3)nc1C	5.2	-25.2	.	3.0%	-1.6%	6.2%	-0.7%	6.6%	i	-2.8%
CC(C)Cn1c(-c2csc3c2CCCC3)n[nH]c1=S	50.4	31.6	-1.6%	-0.2%	-5.3%	3.9%	.	10.4%	.	-3.4%

(list continues)
SMILES	WT yeast gro inh	WT yeast gro inh mutant strain	CSM14.1 death rescue	RSV antiviral HEp-2	XIAP displacement	UTI89 phage lysis	West Nile antiviral	Large T inhibition	Yfh1-depleted yeast	Dengue-2 NS5 capping
Cc1ccc(-c2cc(C(=O)N3CCc4ccccc4C3)[nH]n2)cc1C	.	.	.	5.0%	.	1.6%	-0.3%	14.3%	.	2.7%
Cc1ccc(CNC(=O)C2CCC(=O)N(CCc3cccc(F)c3)C2)cc1 (stereo not drawn)	.	.	.	1.5%	.	1.1%[50 µM]	-0.2%	8.0%	.	3.9%
CCOC(=O)c1c(C)oc2ccc(NS(=O)(=O)c3ccc4c5c(cccc35)C(=O)N4)cc12	1.6	-22.5	0.2%	32.1%	-3.5%	-0.6%	-0.6%	0.2%	i	-4.0%
O=C(COc1cccc2cccnc12)NCC(F)(F)F	-5.0	8.5	-0.4%	1.8%	-3.6%	1.3%	1.6%	17.5%	i	-4.9%
Cc1nc(NCc2ccco2)c2oc3ccccc3c2n1	5.0	10.8	-1.7%	-1.4%	-12.2%	-0.1%	.	10.8%	.	-2.7%
